High-throughput results deposited in PubChem BioAssay by several laboratories.
hcDAF12 agonist – H. contortus DAF-12 nuclear receptor activators, primary screen, cell-based, luminescence, HEK293, lit1-tk-luc reporter; HEK293 hcDAF-12 lit1-tk-luc reporter; 0% DMSO, 100% Δ7-dafachronic acid; activation, % at 6.8 µM; hit rate 1.4% among 370,000;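 active = activation above the mean of all tested compounds plus 3 SD, cut at about 5.5% in these data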;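 note: 100% = response to 3 µM Δ7-dafachronic acid high control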
Rev-erbA mod – modulators of Rev-erb alpha DNA binding, primary screen, biochemical, FITC-DNA, fluorescence polarization, uHTS; Nuclear receptor subfamily 1 group D member 1 (Homo sapiens), P20393; Rev-erbα–FITC-DNA binding, 90 min; activity, % at 10 µM; hit rate 0.79% among 370,000; AID 1259318, 2017;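 active = activity above about 14%, limit read from the data; passing the limit was not always enough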;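 note: 0% = DMSO wells with 35 nM protein and 100% = DMSO wells with 750 nM protein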
DAX1 inh-1 – DAX1 (NR0B1) inhibitors on StAR promoter, primary screen, cell-based, luminescence, SF-1 (NR5A1), full-length DAX-1; inhibition, % at 6.8 µM; hit rate 1.1% among 370,000; HEK293T StAR-luciferase reporter, SF-1/DAX-1 repression relief; AID 652010, 2013;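 active = inhibition above the mean over all tested compounds plus 3 SD, cut at about 3.6% in these data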;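 note: 0% = DAX-1 cells with DMSO and 100% = cells lacking DAX-1 with DMSO; higher inhibition means more luminescence from relief of DAX-1 repression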
FXN GAA850 act – FXN promoter activators, primary screen, cell-based, luciferase luminescence, HEK293 lucGAA850; HEK293 lucGAA850 FXN promoter luciferase reporter, 24 h; percent of 10 µM SAHA response; activation, % at 6 µM; hit rate 0.56% among 360,000; AID 540364, 2011;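 active = activation above the average of all compounds screened plus 3 SD, cutoff fixed separately per campaign, cut at about 7.5% in these data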;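 note: 0% = DMSO wells and 100% = 10 µM SAHA wells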
SMARCA2 activ – SMARCA2 (BRM) function activators, primary screen, cell-based, luminescence, high throughput. activation, % at 9.1 µM. hit rate 1% among 370,000. MG213 cells, MMTV-luciferase reporter, dexamethasone, overnight; in the data active = activation above about 7.8%;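 note: 0% = vehicle wells and 100% = reference activator wells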
sPLA2-III inh – human group III sPLA2 inhibitors, primary screen, biochemical, QFRET, BODIPY PC-A2 liposome substrate. Group 3 secretory phospholipase A2 (Homo sapiens), Q9NZ20. QFRET BODIPY PC-A2 liposome hydrolysis, fluorescence. inhibition, % at 12.2 µM. hit rate 0.56% among 370,000. AID 743126, 2013;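 active = inhibition above mean plus 3 SD of compounds lying within the high and low control bounds, cut at about 19% in these data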;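 note: 0% = median of test compound wells and 100% = no enzyme DMSO wells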
hgDAF12 agonist – H. glycines DAF-12 receptor agonists, primary screen, cell-based, luminescence, HEK293, GAL4 fusion, UAS-luciferase; HEK293 GAL4-hgDAF12 UAS-luciferase reporter, agonist luminescence; normalized to butyrate control; activation, % at 6.8 µM; hit rate 1.8% among 370,000;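 active = activation above a cutoff set at the mean of all screened compounds plus 3 SD, cut at about 10% in these data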;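 note: 0% = DMSO wells and 100% = sodium butyrate wells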
PG9 Ab binder – binders of HIV-1 gp120 antibody PG9, primary screen, biochemical, TR-FRET | hit rate 0.43% among 360,000 | inhibition, % at 6.7 µM | TR-FRET gp120-PG9 antibody binding | HIV-1 gp120 / PG9 antibody interaction; in the data active = inhibition above about 8.5%
ssDAF12 agonist – S. stercoralis DAF-12 nuclear receptor activators, primary screen, cell-based, luminescence, HEK293, GRIP1 co-expression, lit1-tk-luc; HEK293 ssDAF-12/GRIP1 lit1-tk-luc reporter; % of 3 µM dafachronic acid response; activation, % at 6.8 µM; AID 652126, 2013; Nuclear hormone receptor DAF-12 (Strongyloides stercoralis); hit rate 1% among 370,000;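 active = activation above the mean over all tested compounds plus 3 SD, cut at about 0.9% in these data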;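 note: 0% = DMSO-only wells and 100% = 3 µM delta7-dafachronic acid wells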
DAX1 inh-2 – DAX1 (NR0B1) inhibitors, primary screen, cell-based, HEK293, Gal4-DAX1, luciferase luminescence. HEK293 Gal4-DAX1 luciferase reporter. inhibition, % at 6.75 µM. hit rate 0.99% among 340,000. AID 504766, 2011;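 active = inhibition above the mean over all tested compounds plus 3 SD, cut at about 4.2% in these data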;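 note: 0% = DAX1-transfected cells with DMSO and 100% = empty-vector control cells with DMSO; inhibition shows as a rise in luminescence from relieved DAX1 repression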
PLC-beta3 inh – human PLC-beta3 inhibitors, primary screen, biochemical, fluorescence | 1-phosphatidylinositol 4,5-bisphosphate phosphodiesterase beta-3 (Homo sapiens), Q01970 | Purified PLC-beta3, fluorogenic substrate | inhibition, % at 12.2 µM | hit rate 0.18% among 370,000 | AID 720704, 2013; in the data active = inhibition above about 11%;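 note: 0% = median of compound wells on plate and 100% = full blocker control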
Target sequence (Q01970 whole entry, looked up): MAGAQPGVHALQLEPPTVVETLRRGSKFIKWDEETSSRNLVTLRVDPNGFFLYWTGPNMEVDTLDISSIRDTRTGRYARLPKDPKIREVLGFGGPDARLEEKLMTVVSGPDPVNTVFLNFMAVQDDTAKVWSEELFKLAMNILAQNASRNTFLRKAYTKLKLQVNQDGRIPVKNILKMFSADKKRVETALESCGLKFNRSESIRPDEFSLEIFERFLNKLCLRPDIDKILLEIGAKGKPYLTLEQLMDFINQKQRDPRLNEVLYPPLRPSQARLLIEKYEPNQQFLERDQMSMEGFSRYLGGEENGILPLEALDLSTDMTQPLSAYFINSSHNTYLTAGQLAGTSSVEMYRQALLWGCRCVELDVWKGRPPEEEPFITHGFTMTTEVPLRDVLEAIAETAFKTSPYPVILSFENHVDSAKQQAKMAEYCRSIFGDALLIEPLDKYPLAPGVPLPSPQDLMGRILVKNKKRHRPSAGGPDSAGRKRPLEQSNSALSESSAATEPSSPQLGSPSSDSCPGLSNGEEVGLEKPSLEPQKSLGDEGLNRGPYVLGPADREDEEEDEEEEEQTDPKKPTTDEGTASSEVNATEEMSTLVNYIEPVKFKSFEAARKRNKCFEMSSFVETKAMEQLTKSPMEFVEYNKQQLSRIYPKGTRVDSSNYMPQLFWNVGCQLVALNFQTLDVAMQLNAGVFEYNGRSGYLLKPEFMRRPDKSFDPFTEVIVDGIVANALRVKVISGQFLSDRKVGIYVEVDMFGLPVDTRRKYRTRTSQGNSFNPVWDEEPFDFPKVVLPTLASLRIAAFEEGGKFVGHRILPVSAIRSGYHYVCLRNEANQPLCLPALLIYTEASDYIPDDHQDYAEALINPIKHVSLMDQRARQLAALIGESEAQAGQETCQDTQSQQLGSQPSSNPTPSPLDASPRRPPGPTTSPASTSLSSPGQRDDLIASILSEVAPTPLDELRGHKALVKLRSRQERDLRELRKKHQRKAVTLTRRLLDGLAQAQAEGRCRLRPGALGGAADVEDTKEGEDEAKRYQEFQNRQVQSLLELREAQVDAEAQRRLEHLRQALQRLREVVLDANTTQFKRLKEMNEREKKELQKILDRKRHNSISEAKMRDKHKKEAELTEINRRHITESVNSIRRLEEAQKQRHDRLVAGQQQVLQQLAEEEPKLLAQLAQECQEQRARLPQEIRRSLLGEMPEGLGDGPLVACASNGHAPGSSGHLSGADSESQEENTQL
Active calls of the source: *; / = not tested or not shown.

Structure	hcDAF12 agonist	Rev-erbA mod	DAX1 inh-1	FXN GAA850 act	SMARCA2 activ	sPLA2-III inh	hgDAF12 agonist	PG9 Ab binder	ssDAF12 agonist	DAX1 inh-2	PLC-beta3 inh
COc1cc(/C=C/C(=O)OCC(=O)NC(=O)NC(C)(C)C)cc(OC)c1OC	-0.2	2	-0.7	1.3	1	-2	-3.2	0.3	-0.2	-1.6	-65
CC1Cc2ccccc2N1C(=O)CN(C)CC(=O)Nc1cccc(F)c1 (configuration not stated)	-0.2	1	-2.4	1.5	-2	12	-0.7	1.0	-1.6	-0.2	-11
Cc1ccc(NC(=O)COc2ccccc2C#N)cc1S(=O)(=O)N1CCCCCC1	-1.7	2	-1.9	-0.8	-4	-28	-1.2	-1.2	-1.4	-1.3	-3
NC(=O)c1c(N)[nH]c(C(=O)c2ccccc2)c1-c1cccc2ccccc12	2.2	-4	/	/	/	-1	2.8	/	1.0*	/	-34
Cc1ccc(C(=O)N2CCC(Oc3cccnc3)CC2)cc1	-1.1	0	-0.5	/	-2	3	-5.3	/	-1.3	/	-1
Cc1ccc(S(=O)(=O)NNC(=O)c2ccc(F)cc2)cc1	-0.9	-1	-0.4	1.1	1	-8	0.1	1.0	-1.1	0.7	-3
NS(=O)(=O)c1cccc(NC(=O)COC(=O)c2ccccc2SCC(=O)N2CCCC2)c1	0.6	9	0.0	-0.7	0	-9	-1.2	-2.4	-0.3	-0.7	-1
COc1ccccc1NS(=O)(=O)c1cccc(C(=O)NNC(=O)C(C)NC(=O)c2ccco2)c1 (configuration not stated)	-1.5	-5	-1.5	-0.5	4	-14	0.7	-1.1	-0.7	0.4	1
CCn1cc(CN2CCN(Cc3ccsc3)C(CCO)C2)cn1 (configuration not stated)	-0.2	-1	-0.3	2.2	0	-7	-0.1	-1.5	0.2	0.2	-6
Cc1nc(-c2nc(-c3c(C(=O)NNC(=O)Nc4cccc(Cl)c4)noc3C)cs2)cs1	-1.5	4	-0.9	-0.3	-4	-57	1.4	-0.4	-0.9	/	-2
Cc1csc(NC(=O)CSc2nnc(-c3ccoc3C)o2)n1	3.8	-1	1.1	1.8	3	3	6.4	4.9	-0.2	0.6	0
Cc1cc(/C=C2/C(=N)N3C(=NC2=O)SN=C3S(C)(=O)=O)c(C)n1-c1ccccc1	3.6	-8	1.6	3.8	7	-6	8.7	-0.6	-0.8	1.7	-31
CCOC(=O)c1cccc(N2C(=O)Nc3ccccc3N2O)c1	0.1	0	1.2	0.5	-1	6	0.3	0.1	-0.8	0.5	-2
CC(=O)Nc1cc(-c2nn3c(C)nnc3s2)ccc1C	0.5	-5	0.0	1.6	-1	6	-1.4	1.4	-1.2	3.0	10
CN(Cc1ccccc1)C(=O)c1cccc(NC(=O)Cc2ccc(NC(=O)C3CCCN(C(=O)C4CCCCC4)C3)cc2)c1 (configuration not stated)	-3.3	3	-0.7	-0.3	-3	-35	0.3	-1.1	-0.9	-2.1	1
CC1CC(=O)Nc2ccccc2N1C(=O)COc1ccc2cc(Br)ccc2c1 (configuration not stated)	-1.0	9	-1.7	1.3	-1	-10	-0.2	0.5	-0.9	0.4	-9
CCOC(=O)C1(Cc2cccc(OC)c2)CCN(Cc2cnc(N)nc2)CC1	-0.6	4	0.4	5.0	-1	-1	5.3	-0.3	-1.2	/	-4
O=C(NCc1ccc(F)cc1)C1CCCN(C(=O)Nc2ccccc2)C1 (configuration not stated)	-0.5	-1	-0.4	0.2	-1	4	-1.8	-2.7	-1.2	1.0	4
Cc1cc(C)c(S(=O)(=O)c2cccc(Br)c2C)c(=O)[nH]1	-1.6	2	-0.2	-1.8	-2	5	1.3	-0.9	-0.8	-1.5	-4
O=C(Nc1ccc2c(c1)OCCO2)C(c1cc2ccccc2o1)N1CCN(C/C=C/c2ccccc2)CC1 (configuration not stated)	-0.8	-4	-3.1	/	-7	-21	-6.1	0.8	-2.3	/	-3
Cc1cccc(NC(=O)c2sc(NC(=O)COc3ccccc3)c(C#N)c2C)c1C	3.0	10	-0.7	1.9	1	3	0.0	0.8	-1.0	-0.5	-1
CCOC(=O)c1cnc(N)nc1-c1ccccc1	-0.5	2	-0.2	0.8	-3	10	1.7	2.2	-1.2	0.9	1
O=C(COc1ccccc1O)NNc1ccccc1	-3.7	-1	0.9	0.4	3	-9	-1.7	-2.4	-0.7	-0.8	4
O=C(CN1CCOc2ccccc21)N1CCN(c2cccc(Cl)c2)CC1	4.3	-7	-1.2	-1.0	0	-2	-3.2	-1.6	-0.1	-1.1	-6
CC1C(C#N)=C(N)OC2=C1C(=O)CC(c1ccccc1)C2 (configuration not stated)	2.3	-4	0.7	0.6	-1	0	2.8	0.3	-1.2	0.3	-10
C[C@H](NC(=O)COc1ccccc1)C(=O)OCC(=O)c1cc2ccccc2o1	2.9	-7	-0.4	-1.7	-5	-3	-0.2	-1.5	-0.7	2.6	-11
O=C(CN(CCc1ccccc1)S(=O)(=O)c1ccc(Cl)cc1)N/N=C/c1ccc2c(c1)OCO2	-1.6	1	1.2	-5.3	-1	6	0.0	-0.1	-0.9	-1.0	3
CC(C)C(=O)N1CCC1(C)C(=O)NCc1ccc(F)cc1Cl (configuration not stated)	2.2	-3	-0.7	0.3	-2	2	-0.7	0.4	-0.9	/	2
O=C(CN(C(=O)CCC(=O)Nc1nccs1)c1ccccc1F)NCc1ccccc1	0.1	2	-0.4	0.3	-1	0	-1.6	1.1	-0.9	-1.3	-6
COc1ccc(C(c2nnnn2C2CCCCC2)N2CCN(C/C=C/c3ccccc3)CC2)cc1 (configuration not stated)	-0.6	2	1.8	/	-2	-5	2.6	1.3	-0.5	/	3

ssDAF12 agonist: what is marked active above
| molecule | hcDAF12 agonist | Rev-erbA mod | DAX1 inh-1 | FXN GAA850 act | SMARCA2 activ | sPLA2-III inh | PG9 Ab binder | ssDAF12 agonist | DAX1 inh-2 | PLC-beta3 inh |
| --- | --- | --- | --- | --- | --- | --- | --- | --- | --- | --- |
| NC(=O)c1c(N)[nH]c(C(=O)c2ccccc2)c1-c1cccc2ccccc12 | 2.2 | -4 | / | / | / | -1 | / | 1.0* | / | -34 |

(next part)
Structure	hcDAF12 agonist	Rev-erbA mod	DAX1 inh-1	FXN GAA850 act	SMARCA2 activ	sPLA2-III inh	hgDAF12 agonist	PG9 Ab binder	ssDAF12 agonist	DAX1 inh-2	PLC-beta3 inh
COC(=O)c1ccc(C(c2c(C)n(C)n(-c3ccccc3)c2=O)c2c(C)n(C)n(-c3ccccc3)c2=O)cc1	-1.1	2	0.3	1.3	-2	8	-0.7	-2.3	-1.0	0.4	9
CCCCCCNC(=O)Cc1c(O)c2ccccc2[nH]c1=O	-0.5	-2	0.3	3.1	0	-1	-1.2	1.8	-0.7	-0.7	-11
C[C@@H]1CN([C@H](C)CO)C(=O)CCCn2cc(nn2)CO[C@H]1CN(C)C(=O)CCC(F)(F)F	-0.6	2	0.1	0.3	-4	6	-1.6	-1.6	-1.4	0.8	-2
CC(C)(CN1CCc2ccccc2C1)NS(=O)(=O)c1ccccc1	-0.9	-1	-0.1	2.3	1	-7	4.5	-1.0	-1.6	-1.5	-12
O=C(Nc1cc(Cl)ccc1F)C1=COCCO1	-0.3	-1	0.9	1.0	-1	1	1.1	1.3	0.6	-0.2	-6
COc1ccc(C(=O)NCc2ccc(C)cc2)cc1S(=O)(=O)N1CCOCC1	-0.8	-6	0.7	-3.8	-3	1	-6.4	-1.4	-0.5	-0.2	1
Cc1nn(CC(=O)NCCc2ccccc2)c(=O)c2cc3occc3n12	-1.1	1	1.0	-0.1	0	6	0.1	0.5	-0.8	0.8	-9
COc1ccc2oc(=O)c(/C(C)=N/Nc3nc(-c4cc(C)ccc4C)cs3)cc2c1	6.7*	9	-0.6	-0.2	-3	2	-0.8	2.3	-1.1	0.2	-134
CS(=O)(=O)c1sc2nc(-c3cccs3)cc(-c3ccccc3)c2c1N	0.7	5	-0.5	5.4	-2	-9	0.1	1.3	-1.2	0.8	-409
O=C(NCCCN1CCCC1=O)[C@H](CSCc1ccccc1)N1Cc2ccccc2C1=O	-1.7	1	-0.3	1.0	3	-3	-3.4	-1.3	-0.9	-0.4	-7
CC1CCCN(CCCNC(=O)CN2C(=O)COc3ccc(S(=O)(=O)N4CCOCC4)cc32)C1 (configuration not stated)	-0.9	-6	0.8	-0.6	1	10	0.9	0.7	-1.5	-0.4	-3
O=C(NCc1ccc(Cl)cc1)C1CCC(CNc2c(N3CCCC3)c(=O)c2=O)CC1 (configuration not stated)	0.8	-3	0.0	-0.5	-1	5	-4.2	0.2	-0.6	-0.6	-4
Cc1ccc(OCc2nnc(SCC(=O)N3CCc4ccccc43)n2C)cc1	-1.3	-4	-0.3	-0.4	1	4	2.5	-0.2	-1.0	1.8	1
COc1ccc(/C=C(\NC(=O)c2cccs2)C(=O)NC(C)(C)C)cc1OC	2.1	-3	-0.1	-1.6	-3	9	2.7	0.8	-0.8	0.2	-6
CC(CNC(=O)C(C)(C)C)NC(=O)C(C)(C)C (configuration not stated)	-0.7	-3	-0.4	1.3	-2	-2	1.6	1.4	-0.8	-1.0	3
O=C(c1ccc(Cl)cc1)n1cnc2ccccc21	-1.2	1	0.0	-0.5	0	0	0.0	-1.3	-1.3	0.3	-6
O=C(O)c1ccccc1CSc1nc2ccccc2s1	8.1*	4	0.2	2.8	1	6	11*	-0.8	0.7	1.3	-14
O=C(COC(=O)c1n[nH]c2ccccc12)Nc1ccccc1	2.1	-7	2.5	5.6	1	-8	9.8	-0.9	-0.5	10*	-3
CSCCC(NC(=O)COc1ccccc1)C(=O)Nc1ccc(C)cc1 (configuration not stated)	-1.8	-2	0.6	-2.2	-3	0	-1.4	-0.7	0.0	-1.7	1
CCc1ccc(N2CC(C(=O)Nc3ccc4c(c3)OCCO4)CC2=O)cc1 (configuration not stated)	-4.5	0	-0.9	-4.6	-2	-6	-3.2	-2.5	-1.0	0.4	-7
CCCSC(=S)NC1CCS(=O)(=O)C1 (configuration not stated)	0.4	3	-0.2	-11	8.1*	9	3.1	-0.2	-1.4	-1.2	1
Cc1ccc(OC(=O)c2oc3ccc(F)cc3c2C)c(C)c1	8.1*	9	0.0	1.4	5	14	11*	1.3	0.7	1.2	-8
Nc1n[nH]c(C2CC2)c1N=Nc1ccc(Cl)c(Cl)c1	0.2	6	0.2	3.2	-1	-6	3.4	0.0	-0.8	/	-6
